# Source: PubChem BioAssay (several laboratories)
# Rpn11 inh: Rpn11 (PSMD14) deubiquitinase inhibitors, primary screen, biochemical, fluorescence polarization, uHTS; 26S proteasome non-ATPase regulatory subunit 14 (Homo sapiens), O00487; human 26S proteasome, Ub4-pepOG fluorescence polarization; 20S core pre-blocked with epoxomicin; calls only at 20 µM; 0.59% of 360,000 active; AID 588493, 2011;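 active means inhibition at 20 µM, scaled to each plate's controls, above about 33%, limit read from the data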
# NadD inh: inhibitors of S. aureus NadD, primary screen, biochemical, colorimetric, uHTS | Nicotinate-nucleotide adenylyltransferase NadD (Staphylococcus aureus N315) | purified NadD enzyme, colorimetric absorbance read-out | inhibition, % at 20 µM | 0.78% of 360,000 active; in the data active means inhibition above about 26%; further: some compounds past the cut are filed as inactive
# LMPTP block: LMPTP phosphatase inhibitors, primary screen, biochemical, fluorescence intensity, uHTS | 0.22% of 360,000 active | inhibition, % at 20 µM | Low molecular weight phosphotyrosine protein phosphatase (Homo sapiens), P24666 | AID 651560, 2012 | recombinant LMPTP-A, OMFP fluorogenic substrate;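 active means compounds that cut the enzyme signal by at least half of the control window in the single-dose screen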;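 further: plate controls were DMSO wells with enzyme plus substrate for no effect and substrate without enzyme for full effect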
#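 material = LMPTP-A | quantity = 0.625 nM enzyme | reagent = OMFP substrate, 400 µM final | buffer or medium = Bis-Tris pH 6.0, DTT, detergent | detection = endpoint fluorescence intensity from OMFP dephosphorylation | dosing = single 20 µM dose | read-out basis = % inhibition relative to no-enzyme and uninhibited control wells | control set = no-enzyme and uninhibited controls | timing = 50 min at room temperature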
# DNMT1 inh: human DNMT1 methyltransferase inhibitors, primary screen, biochemical, molecular beacon, fluorescence, HinP1I cleavage, uHTS; DNA (cytosine-5)-methyltransferase 1 (Homo sapiens), P26358; inhibition (reported as % activation of signal), % at 10 µM; 0.83% of 360,000 active; AID 588458, 2011; in the data active means inhibition above about 50%
# Target sequence (P26358 504-1616 limits assumed): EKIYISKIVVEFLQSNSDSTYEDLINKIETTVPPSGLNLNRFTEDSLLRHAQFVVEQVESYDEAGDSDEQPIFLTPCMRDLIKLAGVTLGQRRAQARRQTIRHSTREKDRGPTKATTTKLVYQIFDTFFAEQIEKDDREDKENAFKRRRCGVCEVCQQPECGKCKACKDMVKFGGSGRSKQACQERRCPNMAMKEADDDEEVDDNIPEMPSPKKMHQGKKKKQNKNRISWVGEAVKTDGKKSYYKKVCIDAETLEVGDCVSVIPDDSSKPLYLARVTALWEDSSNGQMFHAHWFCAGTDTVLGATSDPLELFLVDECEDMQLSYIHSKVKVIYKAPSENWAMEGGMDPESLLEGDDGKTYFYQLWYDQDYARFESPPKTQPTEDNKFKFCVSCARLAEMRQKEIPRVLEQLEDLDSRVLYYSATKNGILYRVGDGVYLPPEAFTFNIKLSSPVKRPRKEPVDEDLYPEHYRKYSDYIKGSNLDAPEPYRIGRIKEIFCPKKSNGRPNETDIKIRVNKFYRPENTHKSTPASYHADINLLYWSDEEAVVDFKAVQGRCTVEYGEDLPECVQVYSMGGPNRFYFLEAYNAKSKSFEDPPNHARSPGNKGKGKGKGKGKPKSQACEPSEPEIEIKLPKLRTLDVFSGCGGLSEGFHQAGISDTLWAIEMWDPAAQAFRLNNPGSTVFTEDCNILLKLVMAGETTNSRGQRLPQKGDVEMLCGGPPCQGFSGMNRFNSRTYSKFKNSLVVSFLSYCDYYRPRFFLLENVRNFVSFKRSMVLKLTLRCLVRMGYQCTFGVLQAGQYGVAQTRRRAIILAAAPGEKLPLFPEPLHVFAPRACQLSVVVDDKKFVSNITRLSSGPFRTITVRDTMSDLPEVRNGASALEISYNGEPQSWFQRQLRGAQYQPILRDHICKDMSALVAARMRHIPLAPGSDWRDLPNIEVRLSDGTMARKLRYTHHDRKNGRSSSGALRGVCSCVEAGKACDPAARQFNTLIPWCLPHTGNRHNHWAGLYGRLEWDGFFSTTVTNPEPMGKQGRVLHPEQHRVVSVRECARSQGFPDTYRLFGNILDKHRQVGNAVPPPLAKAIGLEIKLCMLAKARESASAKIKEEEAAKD
# SUMO1 PPI mod: modulators of SUMO1 protein-protein interactions, primary screen, biochemical, uHTS | SUMO1 binding to a labelled peptide, TR-FRET, 1 h | inhibition, % at 20 µM | 0.33% of 360,000 active | AID 602429, 2012; in the data active means inhibition above about 37%
# TbMetRS inhib: T. brucei MetRS inhibitors, primary screen, biochemical, luminescence; methionyl-tRNA synthetase (Trypanosoma brucei brucei); purified T. brucei MetRS, ATP depletion, Kinase-Glo luminescence; inhibition, % at 11.9 µM; 0.4% of 360,000 active;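 active means inhibition above a per-plate cutoff of the control wells' mean inhibition plus 3 SD, cut at about 5.5% in these data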;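 further: 0% = DMSO wells median and 100% = median of wells with control inhibitor compound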
#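 Material – parasite MetRS enzyme · Medium – HEPES-MgCl2-KCl buffer plus DTT, spermine, BSA, pyrophosphatase · Reagent – ATP, methionine and E. coli bulk tRNA substrates · Times – 15 min enzyme-compound preincubation, 2 h reaction, 10 min detection, 25 °C · Measured by – luminescence of leftover ATP · Evaluation – percent inhibition relative to median high and low control wells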
# STEP block: STEP phosphatase inhibitors, primary screen, biochemical, fluorescence intensity, uHTS | Tyrosine-protein phosphatase non-receptor type 5 (Homo sapiens), P54829 | recombinant STEP, OMFP fluorogenic substrate | inhibition, % at 20 µM | 0.25% of 360,000 active | AID 588621, 2011;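 active means inhibition at 20 µM, scaled per plate between control wells, above about 37%, limit read from the data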;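 further: 0% = DMSO with enzyme and substrate and 100% = substrate only without enzyme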
#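 Measure: Control-normalized % inhibition with plate pattern correction | Test system: STEP phosphatase, cell-free reaction | Medium: pH 6.0 Bis-Tris with DTT and Tween 20 | Technique: Fluorescence, 480/540 nm | Times: Reaction 20 min, ambient temperature | Doses: Single compound dose of 20 µM, 1% DMSO final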
# PABP1 MLLE inh: inhibitors of PABP1 MLLE–PAM2 peptide binding, primary screen, biochemical, fluorescence polarization, FITC-PAM2, GST-MLLE; Polyadenylate-binding protein 1 (Homo sapiens), P11940; inhibition, % at 20 µM; 0.36% of 360,000 active; AID 588489, 2011; in the data active means inhibition above about 35%, passing the limit was not always enough;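 further: plate controls were DMSO wells with GST-MLLE for no effect and wells lacking GST-MLLE protein for full effect; some results filed as inactive read as strong as hits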
# Scp1 inh: Scp-1 phosphatase inhibitors, primary screen, biochemical, colorimetric, uHTS; 0.88% of 340,000 active; Carboxy-terminal domain RNA polymerase II polypeptide A small phosphatase 1 (Homo …; Recombinant Scp1, phosphopeptide, malachite green phosphate absorbance; AID 493091, 2011; inhibition, % at 20 µM;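 active means inhibition above about 50% at 20 µM, limit read from the data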;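 further: plate controls were DMSO wells with enzyme for no effect and wells lacking enzyme for full effect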
#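 System: truncated SCP-1 phosphatase (76-261aa); medium: Tris acetate buffer pH 5.5 with MgCl2 and Tween-20; incubation: 45 min room-temperature reaction, 5 min colour, 30 min stabiliser; compound: single 20 µM dose, 1% DMSO; reagent: Phosphorylated 17-residue peptide substrate; read-out: % inhibition at 20 µM; technique: colorimetric free-phosphate detection, absorbance 630 nm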
# CSN deneddyl inh: inhibitors of CSN-mediated cullin deneddylation, primary screen, biochemical, fluorescence polarization, uHTS. Purified CSN, SCF-Nedd8-OG deneddylation. AID 651999, 2013. inhibition, % at 12.5 µM. 0.38% of 360,000 active. COP9 signalosome complex subunit 5 (Homo sapiens), Q92905;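 active means pattern-corrected inhibition above about 35%, with an unprinted fluorescence ratio check between 0.5 and 1.5, limit read from the data, passing the limit was not always enough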;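 further: 0% = enzyme with substrate and 100% = substrate without enzyme; some results filed as inactive read as strong as hits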
#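 Assay system: Purified human Csn5 enzyme expressed in HEK293T cells | Amount: Enzyme 0.24 nM | Measured by: Fluorescence polarization readout | Medium: Tris/NaCl/DTT buffer, pH 7.5 | Compound dosing: One concentration, 12.5 µM, 0.25% DMSO | Times: 90 min incubation of compound, enzyme and substrate at room temperature | Control set: no-enzyme wells high, enzyme-with-substrate wells low | Read-out: % inhibition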
# An asterisk follows results filed as active; i = inactive; . = no result given; + = active, no number; & = joins results of further samples. These rows are one share of the data (hit frequency here may not be typical).
structure | Rpn11 inh | PABP1 MLLE inh | SUMO1 PPI mod | DNMT1 inh | LMPTP block | TbMetRS inhib | Scp1 inh | STEP block | NadD inh | CSN deneddyl inh
C[C@@H]1CC[C@H]2[C@@H](C)C(=O)O[C@@H]3O[C@@]4(C)CC[C@@H]1[C@]32OO4 | i | -4 | 1 | 1 | -0.5 | 0.4 | -1 | -4 | 3 | -7
ClCCNc1nc2ccc(Cl)cc2[nH]1 | i | -19 | 1 | 0 | 2.8 | 0.8 | 1 | 0 | -2 | 1
O=C1c2ccccc2-n2nnc(-c3ccccc3)c2C2c3ccccc3CCN12 (stereo not given) | i | 5 | 2 | 4 | 0.0 | -1.5 | . | -1 | 1 | -2
CCC(C)(C)n1nnnc1C(c1cccs1)N1CC=C(c2ccc(F)cc2)CC1 (stereo not given) | i | -3 | -13 | 0 | 1.5 | -1.3 | 5 | 3 | 5 | -3
O=[N+]([O-])c1ccc(-c2ccccc2)c([As](=O)(O)O)c1 | i | 0 | -26 | 2 | 0.0 | -0.4 | -2 | -1 | 0 | -4
N=c1c2c(n(Cc3ccc(Cl)cc3Cl)c3c1CCC3)CCCC2 | i | 14 | 1 | 6 | -0.8 | -0.5 | 15 | -4 | 2 | 3
O=C1NC(=O)C(C/C=C/c2ccccc2)C(=O)N1 | i | 5 | -2 | -15 | 0.1 | -0.8 | -6 | -1 | 0 | 4
COC(=O)C1=C(c2ccccc2)C[C@@H]2CC[C@H]1N2C(=O)NCc1ccco1 | i | -5 | 4 | 5 | 0.4 | -0.5 | -7 | 0 | 0 | 4

# (listing goes on)
structure | Rpn11 inh | PABP1 MLLE inh | SUMO1 PPI mod | DNMT1 inh | LMPTP block | TbMetRS inhib | Scp1 inh | STEP block | NadD inh | CSN deneddyl inh
Oc1ccc(CCN2CCCCC2)cc1 | i | 9 | 5 | 11 | 0.0 | -0.3 | 1 | -2 | 2 | -1
Clc1ccc(-c2nc3ccc(Cl)cn3c2CN2CCOCC2)cc1 | i | 16 | 15 | 73* | 0.3 | 0.1 | -3 | 0 | -5 | -1
O=[N+]([O-])c1ccc(Nc2ccccc2)cc1 | i | 9 | -28 | 0 | 1.1 | -1.2 | -7 | -2 | -5 | 2
CCOC(=O)[C@]12Cc3ccccc3[C@H]1N(CCC(=O)OC)C(=O)c1ccccc12 | . | . | 6 | . | -1.3 | -1.5 | . | . | 1 | -3
COc1ccc(CN2CCCC(C(=O)c3ccc(Cl)cc3)C2)c(O)c1 (stereo not given) | i | 5 | 3 | 0 | -1.8 | 0.3 | 2 | 0 | -2 | 1
N[C@@H](Cc1ccccc1)C(=O)N1C[C@H]2C[C@@H](C1)c1cccc(=O)n1C2 | i | 17 | 6 | -1 | -0.7 | -2.2 | 1 | -4 | -6 | -3
Cc1ccccc1N1CCN(C2CCCN(C(=O)COc3ccccc3)C2)CC1 (stereo not given) | i | 5 | 2 | 1 | -0.4 | -0.1 | -8 | -2 | -2 | 1
CCn1c(O)c(C(=O)CC2NCCc3ccccc32)c(=O)n(CC)c1=S (stereo not given) | + | -87 | 2 | -4 | 1.1 | -0.8 | -2 | -3 | 5 | 19

# One compound at a time, as listed above. Order of screens: Rpn11 inh	PABP1 MLLE inh	SUMO1 PPI mod	DNMT1 inh	LMPTP block	TbMetRS inhib	Scp1 inh	STEP block	NadD inh	CSN deneddyl inh
# O=[N+]([O-])c1ccc(-c2ccccc2)c([As](=O)(O)O)c1 in the list: i	0	-26	2	0.0	-0.4	-2	-1	0	-4
# Oc1ccc(CCN2CCCCC2)cc1 in the list: i	9	5	11	0.0	-0.3	1	-2	2	-1

# (cont.)
structure | Rpn11 inh | PABP1 MLLE inh | SUMO1 PPI mod | DNMT1 inh | LMPTP block | TbMetRS inhib | Scp1 inh | STEP block | NadD inh | CSN deneddyl inh
O=C(NN=Cc1ccc(N(CCCl)CCCl)cc1Cl)c1cccnc1 | i | -3 | -16 | -6 | 1.8 | -0.3 | -10 | 2 | 4 | -1
COc1cccc(CN2CCNCC2)c1OC | i | 7 | 1 | 0 | -3.2 | -1.0 | -7 | -2 | 0 | -2
Cc1ccc(N2C(=O)NC(=O)/C(=C\c3cc(C)n(-c4sc5c(c4C#N)CCCC5)c3C)C2=O)cc1 | i | -27 | 51* | 70* | 2.0 | -0.4 | 2 | 3 | 34* | 22
COc1c(OP2(=S)OCC(C)(C)CO2)cnn(C2CCCCC2)c1=O | i | -4 | 2 | 2 | -1.3 | -0.8 | . | -2 | -9 | -2
COc1ccc(C(=O)OCC2CN2c2cccc([N+](=O)[O-])c2)cc1 (stereo not given) | . | . | -14 | . | 0.0 | -0.2 | . | . | 3 | 2
Cc1ccc2c(c1)C1CN(C)CCC1N2C(=O)Cc1cccs1 (stereo not given) | i | 9 | 2 | -4 | -0.3 | -1.8 | -5 | -2 | -2 | -8
Oc1ccc(Cl)cc1 | i | -12 | 0 | 0 | -0.7 | -0.9 | 16 | -4 | 5 | 1
COC(=O)C1C(OC(=O)c2ccccc2)CC2CCC1N2C (stereo not given) | i | 13&-6 | -1&4 | 6&3 | 3.4&1.5 | -1.2&-2.6 | 2&4 | 3&-5 | 0&-4 | -1&4

# Among those listed so far, these have nitrogen in an aromatic ring:
structure | Rpn11 inh | PABP1 MLLE inh | SUMO1 PPI mod | DNMT1 inh | LMPTP block | TbMetRS inhib | Scp1 inh | STEP block | NadD inh | CSN deneddyl inh
ClCCNc1nc2ccc(Cl)cc2[nH]1 | i | -19 | 1 | 0 | 2.8 | 0.8 | 1 | 0 | -2 | 1
O=C1c2ccccc2-n2nnc(-c3ccccc3)c2C2c3ccccc3CCN12 (stereo not given) | i | 5 | 2 | 4 | 0.0 | -1.5 | . | -1 | 1 | -2
CCC(C)(C)n1nnnc1C(c1cccs1)N1CC=C(c2ccc(F)cc2)CC1 (stereo not given) | i | -3 | -13 | 0 | 1.5 | -1.3 | 5 | 3 | 5 | -3
N=c1c2c(n(Cc3ccc(Cl)cc3Cl)c3c1CCC3)CCCC2 | i | 14 | 1 | 6 | -0.8 | -0.5 | 15 | -4 | 2 | 3
Clc1ccc(-c2nc3ccc(Cl)cn3c2CN2CCOCC2)cc1 | i | 16 | 15 | 73* | 0.3 | 0.1 | -3 | 0 | -5 | -1
N[C@@H](Cc1ccccc1)C(=O)N1C[C@H]2C[C@@H](C1)c1cccc(=O)n1C2 | i | 17 | 6 | -1 | -0.7 | -2.2 | 1 | -4 | -6 | -3
CCn1c(O)c(C(=O)CC2NCCc3ccccc32)c(=O)n(CC)c1=S (stereo not given) | + | -87 | 2 | -4 | 1.1 | -0.8 | -2 | -3 | 5 | 19
O=C(NN=Cc1ccc(N(CCCl)CCCl)cc1Cl)c1cccnc1 | i | -3 | -16 | -6 | 1.8 | -0.3 | -10 | 2 | 4 | -1
Cc1ccc(N2C(=O)NC(=O)/C(=C\c3cc(C)n(-c4sc5c(c4C#N)CCCC5)c3C)C2=O)cc1 | i | -27 | 51* | 70* | 2.0 | -0.4 | 2 | 3 | 34* | 22
COc1c(OP2(=S)OCC(C)(C)CO2)cnn(C2CCCCC2)c1=O | i | -4 | 2 | 2 | -1.3 | -0.8 | . | -2 | -9 | -2
